Assay outcomes from PubChem BioAssay.
PPARg SRC1 recr – PPARgamma agonists recruiting SRC-1 coactivator, primary screen, biochemical; actives 0.41% (n = 200,000); AID 631, 2007; activation, % at 8 µM; PPARgamma-SRC-1 coactivator recruitment biochemical assay; Peroxisome proliferator-activated receptor gamma (Homo sapiens), P37231; in the data active means activation above about 19%;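 further: 0% = DMSO and 100% = reference agonist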
STAT3 blocker – IL-6 driven STAT3 reporter inhibitors, primary screen, U3A cells, luciferase, luminescence, MLSCN library; actives 0.89% (n = 190,000); AID 862, 2007; inhibition, % at 5.5 µM; IL-6 STAT3-luciferase reporter; host cell line lacks STAT1;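 active means inhibition above the mean inhibition across all screened compounds plus 3 SD, cut at about 44% in these data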;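 further: 0% = DMSO only wells and 100% = 100 µM nifuroxazide control wells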
bIAP inhibitor – bovine intestinal alkaline phosphatase inhibitors, primary screen, selectivity assay for TNAP inhibitor project, biochemical, bovine IAP, CDP-star luminescence; 190,000 tested, under 10 active; AID 1019, 2008; inhibition, % at 20 µM; purified bovine IAP, 30 min; alkaline phosphatase, intestinal [Bos taurus];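 active means over 50% inhibition of intestinal alkaline phosphatase at 20 µM in the single-dose screen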
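Assay system: bovine IAP enzyme; medium: DEA buffer 100 mM, pH 9.8, with MgCl2 1.0 mM, ZnCl2 0.02 mM; doses: 20 µM single dose; incubation: enzyme reaction for 30 min at room temperature; detection: CDP-star luminescence signal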
STAT1 blocker – STAT1 signaling inhibitors, primary screen, cell-based, HTS, luciferase reporter. NIH 3T3 STAT1-luciferase reporter, IFN-gamma, luminescence. inhibition, % at 5.5 µM. actives 0.35% (n = 200,000);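 active means inhibition above a set limit, the mean inhibition across all tested compounds plus 3 SD, cut at about 34% in these data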;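 further: 0% = IFN-gamma with DMSO and 100% = IFN-gamma with 300 µM nifuroxazide; values of inactives mirror those of a sister screen read the other way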
bIAP act – bovine intestinal alkaline phosphatase activators, primary screen, biochemical, bovine IAP, CDP-star luminescence; activation factor at 20 µM; alkaline phosphatase, intestinal [Bos taurus]; AID 1016, 2008; actives 0.17% (n = 200,000); purified bovine IAP, 30 min; hits give high values; fold of DMSO-control signal, blank-subtracted;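 active means activation factor of 2 or more at 20 µM, a signal rise over negative controls twice the positive control's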
TNAP act hi DEA – TNAP activators at high phosphate acceptor level, primary screen, biochemical, luminescence, uHTS. Alkaline phosphatase, tissue-nonspecific isozyme (Homo sapiens), P05186. activation factor at 20 µM. 200,000 tested, under 10 active. purified TNAP, CDP-star luminescence, 1 M DEA, 30 min; hits give high values; 0 = EDTA background, 1 = DMSO-only activity;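 active means activation factor at least 2 at 20 µM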
Target sequence (P05186 whole entry, looked up): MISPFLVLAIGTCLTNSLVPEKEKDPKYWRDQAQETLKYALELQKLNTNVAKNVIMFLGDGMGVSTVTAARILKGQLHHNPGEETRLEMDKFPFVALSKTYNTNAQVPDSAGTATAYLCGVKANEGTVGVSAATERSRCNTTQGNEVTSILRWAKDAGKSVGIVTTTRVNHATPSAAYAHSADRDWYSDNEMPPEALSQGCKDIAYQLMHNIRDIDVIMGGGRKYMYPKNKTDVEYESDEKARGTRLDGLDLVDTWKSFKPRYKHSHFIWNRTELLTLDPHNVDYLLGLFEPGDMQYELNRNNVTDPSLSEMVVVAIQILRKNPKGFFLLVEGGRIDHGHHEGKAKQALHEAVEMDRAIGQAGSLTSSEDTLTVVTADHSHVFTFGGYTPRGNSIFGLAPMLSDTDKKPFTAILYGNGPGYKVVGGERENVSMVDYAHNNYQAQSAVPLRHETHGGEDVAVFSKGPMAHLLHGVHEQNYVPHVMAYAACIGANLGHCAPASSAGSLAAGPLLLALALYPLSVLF
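Dosing: 20 µM single point. System: human TNAP. Amount: TNAP 1/800 final. Incubation: 30 min, room temperature. Read-out: TNAP activation factor scaled between EDTA and DMSO control wells. Signal: luminescence from CDP-star hydrolysis. Medium: 1 M DEA, pH 9.8, Mg2+, Zn2+. Control set: EDTA negative control, DMSO positive control.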
SRC2 TRFRET art – TR-FRET signal artefacts, primary screen, artefact control for PPARgamma SRC-2 agonist project, biochemical. actives 0.4% (n = 200,000). AID 1049, 2008. TR-FRET artefact counter-screen; hits give high values. TR-FRET ratio at 8 µM; in the data active means TR-FRET ratio above about 2000; further: inactives centre near 1500
STAT3 activator – IL-6 driven STAT3 reporter potentiators, primary screen, U3A cells, luciferase, luminescence, MLSCN library. activation (% of control), % at 5.6 µM. IL-6 STAT3-luciferase reporter; 100% = signal with IL-6 EC80 alone. actives 0.91% (n = 190,000);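 active means activation above the screen-wide mean of compound activation plus 3 SD, cut at about 130% in these data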;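 further: 0% = background luminescence of wells with medium and substrate only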
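Test system: human U3A cells carrying STAT3-luciferase construct; control set: IL-6-only wells as 100% reference; timing: compound pre-incubation 1 h before IL-6, then 6 h stimulation at 37 °C; also added: IL-6 stimulus at 33 ng/mL final; evaluation: % activation versus median of IL-6-stimulated wells; detection: reporter luminescence signal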
ROMK primary – ROMK potassium channel modulators, primary screen, cell-based, thallium flux, MLSMR library | ATP-sensitive inward rectifier potassium channel 1 (Homo sapiens), P48048 | Tet-inducible ROMK, thallium flux fluorescence; actives lie on both sides | actives 2% (n = 130,000) | B-score at 10 µM;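 active means signal ratio slope over the read window, or its plate-corrected B-score, at least 3 SD from the plate mean, either direction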;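 further: B-score of the F/F0 ratio slope over 7 to 12 s after thallium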
Target sequence (P48048 whole entry, looked up): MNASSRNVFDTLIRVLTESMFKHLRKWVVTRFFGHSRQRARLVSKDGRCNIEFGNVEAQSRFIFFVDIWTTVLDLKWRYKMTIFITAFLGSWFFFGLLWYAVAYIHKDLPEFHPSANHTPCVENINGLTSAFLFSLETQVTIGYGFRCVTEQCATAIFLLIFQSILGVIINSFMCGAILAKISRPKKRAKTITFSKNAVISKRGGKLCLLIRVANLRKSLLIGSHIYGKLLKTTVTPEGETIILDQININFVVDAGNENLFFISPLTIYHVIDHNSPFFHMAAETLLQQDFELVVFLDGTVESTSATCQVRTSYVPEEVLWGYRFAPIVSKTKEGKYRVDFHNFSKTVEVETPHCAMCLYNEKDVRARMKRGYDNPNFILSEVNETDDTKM
PPARg SRC-2 ag – agonists of PPARg-SRC-2 recruitment, primary screen, biochemical, HTS | actives 0.34% (n = 200,000) | activation, % at 8 µM | PPARgamma LBD-SRC-2 recruitment | Peroxisome proliferator-activated receptor gamma (Homo sapiens), P37231 | AID 1032, 2008; in the data active means activation above about 22%;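 further: 0% = vehicle and 100% = reference agonist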
PPARg SRC3 recr – PPARgamma agonists recruiting SRC-3 coactivator, primary screen, biochemical; biochemical PPARgamma/SRC-3 coactivator recruitment assay; activation, % at 8 µM; actives 0.26% (n = 200,000); in the data active means activation above about 23%;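 further: 0% = DMSO and 100% = reference agonist; some compounds past the cut are filed as inactive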
* = called active by the depositor; . = no result given.

SMILES	PPARg SRC1 recr	STAT3 blocker	bIAP inhibitor	STAT1 blocker	bIAP act	TNAP act hi DEA	SRC2 TRFRET art	STAT3 activator	ROMK primary	PPARg SRC-2 ag	PPARg SRC3 recr
C=CCN(CC=C)S(=O)(=O)c1ccc(NC(=S)NC(=O)/C=C/c2ccccc2)cc1	4.9	-12.2	17.4	-8.4	0.8	1	1793	114.3	.	9.8	4.3
NC(=O)C1CCN(c2ncnc3c2c(-c2ccccc2)cn3-c2ccccc2)CC1	1.6	8.1	-1.2	12.3	1	1.1	1699	100.7	.	-0.2	9.5
CCOC(=O)/C(=N/Nc1ccccc1)c1csc(Nc2ccccc2)n1	-6.8	5.9	32.8	6.7	0.7	1	1398	100.8	0.736	4.0	-3.5
O=C(CCN1C(=O)S/C(=C\c2ccccc2)C1=O)Nc1ccc(S(=O)(=O)Nc2nccs2)cc1	-7.3	2.4	1.2	-4.2	1	1	1514	99.3	.	1.6	7.8
Cc1nc(C(=O)N(C)C)nn1-c1ccc(Cl)cc1Cl	6.3	12.9	4.0	-2.1	1	1	1569	94.5	.	7.1	2.1
CCc1ccc(NC(=O)Cn2cccc2)cc1	4.8	12.1	12.2	6.5	0.9	1	1697	91.2	.	11.8	2.7
CC(OC(=O)CCCSc1nc2ccccc2s1)C(=O)NC(N)=O (centres undefined)	6.8	-5.3	3.0	6.4	1	1	1660	107.7	0.506	5.4	3.2
CC(C)(C)C1=CC(=O)C(N2CCOCC2)=CC1=O	1.2	-2.5	23.8	-4.9	0.8	0.8	1622	104.4	.	6.6	5.2
Cc1ccc(S(=O)(=O)N(C)C)cc1NC(=O)COC(=O)c1n[nH]c(=O)c2ccccc12	3.5	-5.5	-9.4	2.0	1.1	1	1574	108.7	0.124	5.4	1.1
CCOc1cc(NC(=S)NCCCN(C)C)c(OCC)cc1NC(=O)c1cccs1	5.3	-0.4	-0.9	1.0	1	1	1688	100.6	-0.635	8.5	2.2
Cn1nnnc1SC(C(=O)Nc1cccc(C(F)(F)F)c1)c1ccccc1 (centres undefined)	2.0	-4.3	1.9	-3.7	1	1	1529	101.7	-0.0379	2.0	2.4
COc1ccc(/C=N/N2CCOCC2)cc1COc1ccc(Cl)cc1	3.3	6.7	6.2	1.3	0.9	1	1441	92.5	-0.896	-8.1	2.1
Cc1nn(-c2ccccc2)c2c1C(c1ccc(O)c(O)c1)N1C(=N2)C(Nc2ccccc2)=Nc2ccccc21 (centres undefined)	11.3	12.0	3.7	4.7	1	0.9	1566	93.2	.	12.9	5.0
COc1ccc(CNC(=O)/C=C/c2ccccc2[N+](=O)[O-])cc1	-1.4	6.9	-15.7	1.7	1.2	1	1416	97.2	0.914	12.6	4.4
CNc1ccccc1C(=O)OCC(C)=O	1.0	3.5	-10.6	0.8	1.1	1	1413	94.7	0.0496	0.8	-4.1
O=C(COC(=O)Cn1cnc2ccccc21)Nc1cccc([N+](=O)[O-])c1	3.9	-2.8	1.5	-8.0	1	1	1707	104.3	0.00362	6.3	4.8
O=S(=O)(c1ccccc1)c1cc(O)ccc1O	10.9	20.7	-9.3	13.1	1.1	1	1638	84.8	0.124	4.1	2.9
CCOC(=O)c1c(C)c(C(=O)N2CCCCCC2)c(C)n1CC	6.9	10.1	2.4	0.2	1	1	1743	96.7	.	4.8	-3.6
COc1ccc(/C=N/NC(=O)c2cc(-c3ccc(C)cc3C)nc3ccccc23)cc1COC(C)=O	-2.6	18.9	-9.8	-3.8	1.1	1	1574	90.3	-1.04	5.3	1.2
O=C1C2=C(c3ccccc31)[N+](=O)C1CCCCC1N2[O-] (centres undefined)	9.9	15.2	12.9	-18.8	0.9	1.1	1501	90.0	.	2.0	8.4
O=C(O)CC(SCC(=O)Nc1ccc(Br)cc1)C(=O)O (centres undefined)	-0.9	-0.1	6.6	-4.5	0.9	1	1573	108.8	-0.193	-2.0	4.2
COc1ccc(NC(=O)Cn2nnc(C(=O)NCCc3ccc(OC)c(OC)c3)c2N)cc1	0.1	3.3	2.5	3.5	1	1.1	1539	99.6	.	4.7	6.5
O=C(CCCn1cnc([N+](=O)[O-])n1)Nc1ccc(F)c(Cl)c1	7.6	6.3	3.0	-0.5	1	1	1689	98.8	-0.577	6.7	0.3
Cc1cc(/C=C2/C(=O)NN(c3ccccc3)C2=O)c(C)n1-c1ccc(O)cc1	-0.4	28.2	7.0	-21.3	0.9	0.9	1547	76.6	0.136	-1.6	-2.8
Cc1cc(Cl)c(S(=O)(=O)NC(C)C)cc1OCC(N)=O	-1.3	-6.5	6.2	6.8	0.9	1	1547	103.2	0.702	-2.2	1.5

The list continues.
SMILES	PPARg SRC1 recr	STAT3 blocker	bIAP inhibitor	STAT1 blocker	bIAP act	TNAP act hi DEA	SRC2 TRFRET art	STAT3 activator	ROMK primary	PPARg SRC-2 ag	PPARg SRC3 recr
CC1(C)C2CCC1(C)C(OC(=O)CCn1ccnc1)C2 (centres undefined)	-2.1	-0.3	-14.9	-9.9	1.1	1	1676	103.9	.	0.4	2.9
CCCN(CCO)Cc1ccc(F)c(Br)c1	2.9	-1.5	0.4	0.3	1	1.1	1464	104.6	.	-2.9	-10.0
COc1cc2c(cc1OC)C(C)N(Cc1ccc3c(c1)OCO3)CC2 (centres undefined)	5.7	.	0.0	1.1	1	1.1	1478	.	.	-2.2	-1.4
N#CCSc1ccsc1C(=O)Nc1ccc(F)cc1	-4.3	25.3	23.8	-1.2	0.8	1	1657	81.0	.	0.6	1.8
Cc1ccc(NC(=O)Cc2ccccc2)c(C)c1	-6.4	5.6	-12.5	4.4	1.1	1	1622	101.0	-0.771	-7.5	1.6
CC(C)CCNC(=O)NC(=O)COC(=O)CCN=C1NS(=O)(=O)c2ccccc21	2.6	3.7	-9.2	-1.9	1.1	1	1330	103.6	0.379	-9.9	2.6
O=C(N/N=C\c1ccncc1)c1ccccc1O	-1.9	19.0	-5.4	-1.0	1.1	1	1554	90.3	0.425	7.9	0.5
CCc1ccc(NC(=O)CSc2nc(O)cc(=O)n2C2CCCC2)cc1	4.9	1.1	2.3	-1.1	1	1.1	1505	102.4	-0.474	6.6	5.3
c1ccn2cc(-c3ccc4c(c3)OCO4)cc2c1	-1.2	3.1	-8.9	-12.8	1.1	1	1593	101.4	-1.68	11.3	0.1
COc1cccc(N(CC(=O)NCC2CCCO2)C(=O)CNS(=O)(=O)c2ccccc2)c1 (centres undefined)	11.3	12.5	-5.5	-6.1	1.1	1	1314	93.4	.	-3.2	-3.7
COc1ccc(OCCn2cc(/C(N)=N/O)c3ccccc32)cc1	-7.6	4.6	6.7	2.5	0.9	1	1472	99.9	.	-9.5	-2.2
CC(/C=N\NC(=O)CN1CCN(Cc2ccccc2)CC1)=C\c1ccco1	10.7	5.9	2.5	8.9	1	1	1605	98.2	0.258	5.8	-3.1
CCOC(=O)CSc1n[nH]c(NC(C)=O)n1	13.9	8.1	-8.2	2.6	1.1	1.1	1529	97.8	1.71	-0.7	5.7
COc1ccc(N=Cc2cc3c(cc2O)OC(N)=C(C#N)C3c2ccccc2)cc1 (centres undefined)	7.9	-3.0	.	8.6	0.3	1	1541	98.3	.	6.5	-5.3
COC(CNC(=O)c1cccc(-n2c(=S)[nH]c3cc(Cl)ccc3c2=O)c1)OC	1.1	6.2	-6.2	-3.8	1.1	0.9	1644	96.7	0.839	3.9	0.8
COc1ccc(/C=N/NC(=O)CCSc2nc3ccccc3s2)cc1	-6.0	6.2	-3.3	-2.8	1	1	1585	96.7	1.7	9.0	-3.2

Given field by field: part of the list above
Cc1nn(-c2ccccc2)c2c1C(c1ccc(O)c(O)c1)N1C(=N2)C(Nc2ccccc2)=Nc2ccccc21 (centres undefined)
- PPARg SRC1 recr: 11.3
- STAT3 blocker: 12.0
- bIAP inhibitor: 3.7
- STAT1 blocker: 4.7
- bIAP act: 1
- TNAP act hi DEA: 0.9
- SRC2 TRFRET art: 1566
- STAT3 activator: 93.2
- ROMK primary: .
- PPARg SRC-2 ag: 12.9
- PPARg SRC3 recr: 5.0
COc1ccc(CNC(=O)/C=C/c2ccccc2[N+](=O)[O-])cc1
- PPARg SRC1 recr: -1.4
- STAT3 blocker: 6.9
- bIAP inhibitor: -15.7
- STAT1 blocker: 1.7
- bIAP act: 1.2
- TNAP act hi DEA: 1
- SRC2 TRFRET art: 1416
- STAT3 activator: 97.2
- ROMK primary: 0.914
- PPARg SRC-2 ag: 12.6
- PPARg SRC3 recr: 4.4
CNc1ccccc1C(=O)OCC(C)=O
- PPARg SRC1 recr: 1.0
- STAT3 blocker: 3.5
- bIAP inhibitor: -10.6
- STAT1 blocker: 0.8
- bIAP act: 1.1
- TNAP act hi DEA: 1
- SRC2 TRFRET art: 1413
- STAT3 activator: 94.7
- ROMK primary: 0.0496
- PPARg SRC-2 ag: 0.8
- PPARg SRC3 recr: -4.1
O=C(COC(=O)Cn1cnc2ccccc21)Nc1cccc([N+](=O)[O-])c1
- PPARg SRC1 recr: 3.9
- STAT3 blocker: -2.8
- bIAP inhibitor: 1.5
- STAT1 blocker: -8.0
- bIAP act: 1
- TNAP act hi DEA: 1
- SRC2 TRFRET art: 1707
- STAT3 activator: 104.3
- ROMK primary: 0.00362
- PPARg SRC-2 ag: 6.3
- PPARg SRC3 recr: 4.8
